NOD1 inhibition: inhibition of NOD1-driven NF-kB reporter – cell-based, luminescence, uHTS, primary screen (AID 1578); actives 1% (n = 290,000); NOD1-driven NF-kB luciferase reporter cells, luminescence; higher % means a stronger effect; inhibition, % at 4 µM, or EC50 in µM where a hit was titrated; in the data active means inhibition mostly above about 36%, no sharp cut-off; inactive means mostly below about 34%;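 further: HEK-293T reporter cells stimulated with the NOD1 agonist gamma-tri-DAP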
KOR beta-arrestin-1: KOR agonists, beta-arrestin recruitment, primary screen, cell-based, luminescence, uHTS (AID 1777). KOR beta-arrestin recruitment, luminescence; higher % means a stronger effect. activation, % at 10 µM, or EC50 in µM where a hit was titrated. actives 0.02% (n = 280,000); in the data active means activation above about 50%, passing the limit was not always enough; further: a part of the inactive calls stands beside numbers as strong as those of hits
West Nile antiviral: inhibition of WNV-induced cytopathic effect – cell-based, CPE readout (AID 1621); West Nile virus-infected cells, CPE inhibition; higher % means a stronger effect; CPE inhibition, % at 10 µM, or IC50 in µM where a hit was titrated; actives 0.02% (n = 290,000); in the data active means a potency from the dose series; inconclusive means CPE inhibition mostly from about 3.7% at the one dose, without a potency; inactive means the rest, 99 in 100 with CPE inhibition below about 2.2%; further: strong numbers were not always called active
HIV fusion peptide: inhibitors of HIV fusion peptide binding, primary screen, biochemical, uHTS, fluorescence dequenching (AID 1986). actives 0.3% (n = 290,000). inhibition, % at 20 µM; hits with a dose series show IC50 in µM. cell-free peptide binding, fluorescence dequenching, 30 min; higher % means a stronger effect; in the data active means inhibition mostly above about 52%, no sharp cut-off; inactive means mostly below about 76%; further: some results filed as inactive read as strong as hits
KOR beta-arrestin-2: KOR antagonists, beta-arrestin recruitment, cell-based, luminescence, uHTS (AID 1778); actives 0.091% (n = 290,000); inhibition, % at 10 µM, or IC50 in µM where a hit was titrated; KOR beta-arrestin recruitment, luminescence, antagonist mode; higher % means a stronger effect; in the data active means inhibition above about 50%; further: strong numbers were not always called active
GPR35 antagonists: inhibition of zaprinast-stimulated GPR35 beta-arrestin translocation – imaging, U2OS, beta-arrestin-GFP, zaprinast agonist, primary screen (AID 2058); U2OS GPR35 beta-arrestin-GFP translocation imaging, zaprinast antagonism; higher % means a stronger effect; inhibition, % at 10 µM, or IC50 in µM where a hit was titrated; actives 0.052% (n = 290,000);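 active means inhibition of at least 50% with at least 30 cells and total cytoplasm GFP at most 10,000,000; inconclusive means under 30 cells or total GFP of 10,000,000 plus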
GPR55 antagonists: GPR55 antagonists blocking LPI-driven arrestin recruitment, primary screen, imaging, U2OS, beta-arrestin-GFP, LPI agonist (AID 2013); actives 0.13% (n = 290,000); inhibition, % at 10 µM, or IC50 in µM where a hit was titrated; U2OS GPR55 beta-arrestin-GFP translocation imaging, LPI antagonism; higher % means a stronger effect;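 active means spots per cell inhibited over 60%, with over 100 cells counted and total cytoplasm intensity under 500,000; inconclusive means wells with under 100 cells, flagged as likely toxic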;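 further: U2OS cells stably carrying GPR55 and arrestin-GFP stimulated by 5 µM LPI near EC80; imaged beta-arrestin-GFP aggregate spots per cell after agonist stimulation; plate controls were LPI-stimulated DMSO wells for no effect and DMSO wells without LPI for full effect; some results filed as inactive read as strong as hits; confirmed hits need IC50 under 10 µM and bright autofluorescent wells are also inconclusive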
GPR55 beta-arrestin: GPR55 agonists via beta-arrestin recruitment, primary screen, imaging, U2OS cells, beta-arrestin-GFP redistribution (AID 1961). one-dose activation, % at 10 µM; EC50 in µM for titrated hits. U2OS GPR55 beta-arrestin-GFP redistribution imaging; higher % means a stronger effect. actives 0.048% (n = 290,000);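 active means activation above 40% with more than 50 cells counted in the well; inconclusive means wells holding fewer than 50 cells, flagged as toxic or sparse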;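 further: U2OS osteosarcoma cells stably expressing GPR55 and beta-arrestin-GFP; plate controls were DMSO negative control for no effect and LPI positive control for full effect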
Dengue-2 NS5 capping: Dengue-2 NS5 methyltransferase inhibitors, primary screen, biochemical, confirmation dose response (AID 588689); Dengue-2 NS5 methyltransferase capping enzyme assay, biochemical; higher % means a stronger effect; one-dose inhibition, % at 25 µM; IC50 in µM for titrated hits; actives 0.3% (n = 340,000); in the data active means a potency from the dose series; inconclusive means inhibition above about 29% without an active follow-up result
Dengue-2 NS5 capping pilot replicate: recorded beside Dengue-2 NS5 capping, whose call it bears; inhibition, %; measured here: pilot screen replicate inhibition
An asterisk follows results filed as active; u = inconclusive; x = no result given; [ ] = another dose, or the depositor's remark. An excerpt (hit frequency here may not be typical).

SMILES	NOD1 inhibition	KOR beta-arrestin-1	West Nile antiviral	HIV fusion peptide	KOR beta-arrestin-2	GPR35 antagonists	GPR55 antagonists	GPR55 beta-arrestin	Dengue-2 NS5 capping	others
Cc1ccc(-n2c(C)cc(C(=O)CSc3nnc4ccccn34)c2C)cc1	-38%	6.1%	-0.7%	2.4%	-4%	2%	-3%	0.2%	-5%
O=S(=O)(Cc1noc(-c2ccccc2Cl)n1)c1ccccn1	-7%	0.3%	0.0%	-3.2%	8%	-14%	4%	0.7%	3%
CCOCCCNc1nc2c(-c3ccccc3)nnn2c2ccccc12	-40%	6.5%	x	1.9%	-24%	-13%	8%	0.3%	0%
O=C(NCCc1ccco1)C(=O)NCC1OCCCN1S(=O)(=O)c1ccc(F)cc1 (centres undefined)	10%	4.6%	-0.6%	0.2%	-16%	4%	-34%	0.0%	-5%
Nc1cc(C(=O)O)ccc1Nc1ccc(F)c(F)c1	-1%	-2.5%	0.3%	8.7%	22%	-11%	19%	-0.3%	x
O=C(Cc1ccccc1)NCCS(=O)c1ccc(Cl)cc1 (centres undefined)	-15%	1.5%	1.2%	-2.1%	-14%	-1%	10%	0.1%	-7%
COc1cccc(-n2c(CN3CCN(c4ccc(C)cc4)C(C)C3)nc3ccc([N+](=O)[O-])cc3c2=O)c1 (centres undefined)	-2%	3.8%	-0.5%	0.0%	30%	1%	12%	0.7%	2%
Cc1ccc(-c2nnc(Cc3ccc([N+](=O)[O-])cc3)o2)cc1	-7%	-3.1%	-1.2%	-0.7%	20%	1%	-3%	-0.3%	1%
COc1ccc(OC)c(NC(=O)c2c3c(nc4ccccc24)CCC3)c1	-2%	-1.3%	0.1%	0.0%	-11%	-1%	9%	-0.1%	0%
C/C=C/c1ccc(OCC(=O)Nc2ccc(C(N)=O)cc2)c(OC)c1	-23%	-5.8%	x	3.4%	5%	-9%	1%	0.1%	5%
O=C(NCCCn1ccnc1)c1ccc2ccccc2c1	-25%	-0.6%	-0.5%	0.9%	-1%	-12%	16%	-0.1%	-3%
CN(C)S(=O)(=O)c1cccc(-c2nn(-c3ccccc3)cc2/C=C(\C#N)c2nc3ccccc3[nH]2)c1	-28%	-5.0%	0.5%	3.9%	14%	-4%	1%	-0.1%	u
Cc1noc(C)c1C(=O)N1CCC(C(=O)c2ccc(F)cc2F)CC1	-8%	3.9%	-0.1%	1.2%	-8%	4%	-3%	-0.2%	7%
COc1ccc(C2C(C(=O)NCCN3CCOCC3)c3ccccc3C(=O)N2C)cc1OC (centres undefined)	6%	0.9%	-0.1%	18%	6%	3%	-4%	-0.1%	-1%
CC(=O)NC1CC2CCCC(C1)N2CC(=O)Nc1ccccc1 (centres undefined)	25%	-5.6%	0.3%	-3.0%	-8%	3%	2%	-0.1%	-1%
CCOC(=O)c1sc(NC(=O)CSc2nnnn2-c2ccc(C)cc2C)nc1C	-45%	-3.5%	x	7.1%	-15%	5%	7%	-0.2%	-8%
Cc1ccc(-c2nnc(Nc3ccc(CC(N)=O)cc3)c3ccccc23)cc1S(=O)(=O)NCCO	-8%	-3.4%	-0.4%	2.5%	-34%[20 µM]	1%	2%	0.1%	-1%
CCOC(=O)N1CCC(N2CCCC(C(=O)c3cc(F)ccc3OC)C2)CC1 (centres undefined)	-28%	4.8%	-0.4%	1.2%	0%	-2%	7%	0.1%	-7%
CC(C)(C)NC(=O)C(c1ccncc1)N(C(=O)CNC(=O)c1ccco1)c1ccc(F)cc1 (centres undefined)	-32%	-2.2%	-0.1%	1.0%	39%	-2%	-6%	0.6%	-9%
COc1ccc(S(=O)(=O)N2CCc3ccccc32)cc1[N+](=O)[O-]	-3%	-3.3%	-0.7%	-2.3%	10%	11%	0%	-0.1%	-7%
Cc1ccc(NC(=O)CCl)c(C)c1	20%	-5.2%	0.3%	-2.3%	15%	4%	7%	1.0%	-4%
CCCC(=O)Nc1nnc(Cc2ccccc2)s1	11%	-1.9%	-0.9%	-0.6%	-13%	-13%	14%	-0.2%	-5%	Dengue-2 NS5 capping pilot replicate=3.9
Cc1c(Cl)cnc(NC(=O)COC(=O)c2ccc3c(c2)OCO3)c1Cl	3%	0.3%	-0.6%	2.2%	9%	9%	-1%	0.1%	0%
O=C(NC(=O)c1ccc(F)cc1F)Nc1ccc(Cl)cc1	2%	0.8%	0.7%	0.3%	-7%	3%	-3%	-0.2%	-5%
CCOc1ccc(S(=O)(=O)NNS(=O)(=O)c2ccc(C)cc2C)cc1	-32%	-6.7%	0.8%	0.9%	-19%	7%	-13%	-0.2%	-2%
Going on with the list:
SMILES	NOD1 inhibition	KOR beta-arrestin-1	West Nile antiviral	HIV fusion peptide	KOR beta-arrestin-2	GPR35 antagonists	GPR55 antagonists	GPR55 beta-arrestin	Dengue-2 NS5 capping	others
Cc1ccc(S(=O)(=O)CC(=O)NC2CC2)cc1	-3%	-7.9%	0.3%	-1.0%	1%	4%	-6%	-0.1%	1%
COc1ccc(-c2nnc(SCC(=O)Nc3ccccc3OC)o2)cc1	-58%	8.0%	0.7%	0.5%	14%	-5%	-6%	-0.3%	1%
O=C(O)CC1SC(N/N=C/c2ccc(Br)cc2)NC1=O (centres undefined)	-34%	-2.2%	-0.1%	4.3%	7%	-9%	1%	0.0%	3%
O=C1C(Cc2ccc(Br)cc2)SC(=Nc2ccccc2)N1c1ccccc1 (centres undefined)	4%	13%	-1.0%	-0.8%	8%	7%	8%	0.1%	-5%
CC1(C)CC(=O)C=C(NCc2cccnc2)C1	-16%	-5.2%	0.7%	-0.8%	19%	0%	8%	-0.3%	-1%
Cc1ccccc1-c1nc(CN2CCC(C(=O)NCCC3=CCCCC3)CC2)c(C)o1	2%	3.9%	-0.4%	-1.1%	-18%	22%	-12%	0.3%	6%
COCCn1c(SCC(=O)Nc2cccc(OC)c2)nnc1-c1ccc(Cl)cc1	-31%	-1.9%	-0.8%	-0.6%	3%	-11%	16%	-0.2%	-2%
Cc1cc2c(cc1C)[n+](C)cn2CC(O)COCc1ccccc1 (centres undefined)	-9%	-1.8%	-0.5%	-3.7%	-15%	-4%	-6%	-0.3%	3%
O=C(NCc1ccccc1F)C1CCCN(C(=O)Nc2ccccc2)C1 (centres undefined)	-32%	-1.4%	1.3%	0.3%	-4%	-3%	4%	0.0%	-5%
Cc1onc(-c2ccccc2Cl)c1C(=O)N1CCN(S(=O)(=O)c2ccc(F)c(F)c2)CC1	-5%	-5.0%	-0.1%	0.5%	-5%	-8%	13%	-0.1%	1%
Cc1ccsc1C(=O)OCC(=O)NC1CCS(=O)(=O)C1 (centres undefined)	-27%	1.2%	0.0%	2.6%	28%	-4%	5%	-0.4%	-1%
CCOC(=O)C1CCN(C2CCN(Cc3nc(-c4ccccc4)no3)CC2)CC1	-21%	-0.1%	-0.3%	1.1%	-32%	-16%	-9%	0.3%	1%
CC(C)c1ccc(NC(=S)N(C)CCc2ccccn2)cc1	-20%	-3.7%	0.1%	-1.5%	12%	14%	13%	-0.2%	-5%
CCOc1ccc(C(C)=O)cc1N1C(=O)C2C3C=CC(O3)C2C1=O (centres undefined)	39%	-1.9%	0.0%	-0.1%	32%	28%	8%	-0.1%	-48%
O=C(Nc1ncc(Cc2ccccc2Cl)s1)c1ccc([N+](=O)[O-])cc1	-16%	-2.7%	-0.5%	-1.0%	12%	-7%	12%	-0.4%	-2%
CC(C)CNC(=O)c1nc(-c2ccccc2)n(-c2ccccc2)n1	-25%	-5.6%	0.1%	0.7%	23%	9%	4%	-0.1%	-3%
O=C(CCCn1nnnc1CN1CCOCC1)N1CCC(c2ccccc2Cl)C1 (centres undefined)	3%	-4.5%	-1.1%	0.3%	4%	-7%	5%	-0.2%	2%
CN(C)C(CNc1ncnc2sc3c(c12)CCCCC3)c1ccco1 (centres undefined)	-19%	0.6%	-0.9%	7.1%	4%	-16%	-2%	0.1%	-4%
CN(CC1CCCO1)S(=O)(=O)c1ccc(C(=O)Nc2ccc(S(N)(=O)=O)cc2)cc1 (centres undefined)	26%	-2.4%	-0.5%	-2.8%	26%	-12%	-15%	2.0%	2%
O=C(NCC1CCN(C(=O)c2cccc([N+](=O)[O-])c2)CC1)c1cccc([N+](=O)[O-])c1	16%	2.3%	-1.5%	1.5%	-6%	-2%	-1%	0.1%	-6%
CCCCNC(=S)NCc1ccc2[nH]c3c(c2c1)CCCC3	5%	0.9%	-0.2%	-1.7%	-16%	-6%	-8%	0.1%	-1%
O=C(N/N=C/c1ccc[nH]1)c1c[nH]c2ccccc12	-4%	1.9%	-0.2%	5.4%	-17%	10%	-6%	0.3%	-16%
CC(=O)C(Sc1ncnc2c1nnn2-c1ccc(F)cc1)C(=O)N(C)C (centres undefined)	4%	-5.3%	0.1%	-0.2%	20%	2%	10%	-0.2%	x
CCn1cc(CN2CCN(Cc3ccc(OC)c(C)c3C)C(CCO)C2)c(C)n1 (centres undefined)	-22%	x	-1.0%	5.4%	-20%[20 µM]	11%	12%	-0.1%	x

No new results follow: entries from further up.
SMILES	NOD1 inhibition	KOR beta-arrestin-1	West Nile antiviral	HIV fusion peptide	KOR beta-arrestin-2	GPR35 antagonists	GPR55 antagonists	GPR55 beta-arrestin	Dengue-2 NS5 capping	others
O=C(CCCn1nnnc1CN1CCOCC1)N1CCC(c2ccccc2Cl)C1 (centres undefined)	3%	-4.5%	-1.1%	0.3%	4%	-7%	5%	-0.2%	2%
CN(C)C(CNc1ncnc2sc3c(c12)CCCCC3)c1ccco1 (centres undefined)	-19%	0.6%	-0.9%	7.1%	4%	-16%	-2%	0.1%	-4%
CN(CC1CCCO1)S(=O)(=O)c1ccc(C(=O)Nc2ccc(S(N)(=O)=O)cc2)cc1 (centres undefined)	26%	-2.4%	-0.5%	-2.8%	26%	-12%	-15%	2.0%	2%
O=C(NCC1CCN(C(=O)c2cccc([N+](=O)[O-])c2)CC1)c1cccc([N+](=O)[O-])c1	16%	2.3%	-1.5%	1.5%	-6%	-2%	-1%	0.1%	-6%
CCCCNC(=S)NCc1ccc2[nH]c3c(c2c1)CCCC3	5%	0.9%	-0.2%	-1.7%	-16%	-6%	-8%	0.1%	-1%
O=C(N/N=C/c1ccc[nH]1)c1c[nH]c2ccccc12	-4%	1.9%	-0.2%	5.4%	-17%	10%	-6%	0.3%	-16%
CC(=O)C(Sc1ncnc2c1nnn2-c1ccc(F)cc1)C(=O)N(C)C (centres undefined)	4%	-5.3%	0.1%	-0.2%	20%	2%	10%	-0.2%	x
CCn1cc(CN2CCN(Cc3ccc(OC)c(C)c3C)C(CCO)C2)c(C)n1 (centres undefined)	-22%	x	-1.0%	5.4%	-20%[20 µM]	11%	12%	-0.1%	x

Compound activity from PubChem BioAssay.
